VIM-2 inhibitor – blocks Pseudomonas aeruginosa VIM-2 metallo-beta-lactamase. purified VIM-2, nitrocefin hydrolysis, epi-absorbance fluorescence. inhibition, % at 5.6 µM. 0.89% of 290,000 active. AID 1527;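 active means inhibition above the mean of all tested compounds plus 3 SD, cutoff set per screening run, cut at about 7.5% in these data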;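 further: red hydrolysis product quenches plate fluorescence so inhibitors raise well fluorescence; 0% = enzyme with DMSO and 100% = DMSO without enzyme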
V1aR counter – V1a receptor agonism, counter-screen for OXTR agonists; P37288; CHO-V1R cells, Fluo-8 calcium fluorescence, agonist mode; 0% DMSO, 100% 3 nM vasopressin; activation, % at 3 µM; 0.25% of 320,000 active;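 active means activation above the mean activation of all tested compounds plus 3 SD, per screening run, cut at about 20% in these data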;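 further: signal is peak over basal fluorescence ratio across a 100 second FLIPR read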
GPR7 antagonist – blocks human GPR7 receptor signaling; P48145; GPR7-expressing cells, fluorescence antagonist assay; inhibition, % at 4.4 µM; 1.1% of 290,000 active; in the data active means inhibition above about 16%, passing the limit was not always enough;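 further: cells stimulated with the agonist NPW; 0% = agonist with vehicle and 100% = vehicle without agonist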
PHOSPHO1 inh – blocks human PHOSPHO1 phosphatase activity; Q8TCT1; recombinant PHOSPHO1, absorbance phosphatase assay; inhibition, % at 13.3 µM; 1.1% of 290,000 active; AID 1565; in the data active means inhibition above about 60%
Target sequence (Q8TCT1 whole entry, looked up): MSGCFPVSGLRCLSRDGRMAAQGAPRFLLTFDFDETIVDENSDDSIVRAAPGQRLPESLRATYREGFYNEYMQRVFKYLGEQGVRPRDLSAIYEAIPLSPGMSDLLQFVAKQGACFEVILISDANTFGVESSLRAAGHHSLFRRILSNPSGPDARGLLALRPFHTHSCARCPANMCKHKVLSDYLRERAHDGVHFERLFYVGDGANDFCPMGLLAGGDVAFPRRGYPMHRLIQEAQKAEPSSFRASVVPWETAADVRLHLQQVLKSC
IMP-1 inh – inhibitors of Pseudomonas aeruginosa IMP-1 metallo-beta-lactamase; purified IMP-1, nitrocefin hydrolysis, epi-absorbance fluorescence; inhibition, % at 5.6 µM; 0.45% of 290,000 active; AID 1556;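 active means inhibition above the mean plus 3 SD of all compounds in the same screening run, cut at about 4.5% in these data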;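 further: 0% = IMP-1 with DMSO and 100% = DMSO wells lacking enzyme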
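System: purified recombinant IMP-1 beta-lactamase. Medium: Zinc- and detergent-supplemented HEPES buffer, pH 7.1. Compound: one 5.6 µM dose […]. Schedule: 15 min preincubation plus 25 min reaction at 25 °C. Technique: Epi-absorbance fluorescence, 480 nm excitation, 530 nm emission.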
OXTR ag – activates the human oxytocin receptor. P30559. CHO-OTR cells, Fluo-8 calcium fluorescence; normalized: DMSO 0%, oxytocin 100%. activation, % at 3 µM. 0.32% of 320,000 active. AID 2435;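 active means activation above the mean of all tested compounds plus 3 SD, cutoff set per screening run, cut at about 20% in these data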;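 further: peak over basal fluorescence ratio from a 100 s FLIPR kinetic read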
Target sequence (P30559 whole entry, looked up): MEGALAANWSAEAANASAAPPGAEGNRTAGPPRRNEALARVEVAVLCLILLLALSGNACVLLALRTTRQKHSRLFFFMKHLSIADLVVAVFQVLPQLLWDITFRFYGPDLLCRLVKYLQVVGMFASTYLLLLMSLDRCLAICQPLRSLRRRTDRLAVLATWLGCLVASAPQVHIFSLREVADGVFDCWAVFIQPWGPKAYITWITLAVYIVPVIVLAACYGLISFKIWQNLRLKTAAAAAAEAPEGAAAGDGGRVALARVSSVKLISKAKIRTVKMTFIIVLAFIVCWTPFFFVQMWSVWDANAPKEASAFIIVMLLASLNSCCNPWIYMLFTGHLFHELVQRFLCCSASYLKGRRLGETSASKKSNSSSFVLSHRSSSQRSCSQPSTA
NS3 helicase inh – inhibitors of Hepatitis C virus NS3 helicase | NS3 helicase DNA unwinding, Cy5 molecular beacon fluorescence | inhibition, % at 10.9 µM | 0.56% of 290,000 active | AID 1800;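 active means inhibition above the mean of all tested compounds plus 3 SD, set per campaign, cut at about 35% in these data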;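 further: 0% = DMSO wells and 100% = thioflavine S control wells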
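Material: hepatitis C virus NS3 helicase domain fragment enzyme; measured by: Cy5 fluorescence, 0 and 60 min reads; control set: DMSO and thioflavine S; incubation: 60 min unwinding reaction at 25 °C after ATP addition; read-out basis: % inhibition from 60/0 min fluorescence ratio, DMSO 0%, thioflavine S 100%; repeats: singlicate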
GalR3 antag – blocks the human galanin receptor 3. O60755. HEK293 GalR3-CNG cAMP membrane potential fluorescence; galR3 body fused to GalR1 C-terminus. inhibition, % at 3 µM. 0.44% of 360,000 active;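 active means inhibition above the screen-wide average plus 3 SD, cut at about 13% in these data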;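 further: forskolin and galanin both at EC90 stimulate the cells; cAMP rise reported by CNG channel membrane potential dye signal; 0% = forskolin plus galanin with DMSO and 100% = forskolin alone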
Target sequence (O60755 1-299 limits assumed): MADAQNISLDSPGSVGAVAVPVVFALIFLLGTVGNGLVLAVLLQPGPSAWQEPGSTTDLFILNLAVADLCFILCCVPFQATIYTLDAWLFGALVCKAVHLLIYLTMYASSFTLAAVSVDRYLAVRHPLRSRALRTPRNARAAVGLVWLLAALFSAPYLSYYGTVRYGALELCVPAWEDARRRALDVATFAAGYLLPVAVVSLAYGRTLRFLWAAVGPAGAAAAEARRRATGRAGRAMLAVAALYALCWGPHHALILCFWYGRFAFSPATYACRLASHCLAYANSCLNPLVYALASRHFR
DNA FID counter – counter-screen for HCV NS3 helicase inhibitors: DNA intercalator displacement. DNA fluorescent intercalator displacement, fluorescence. inhibition, % at 7.9 µM. 0.17% of 290,000 active; in the data active means inhibition above about 37%;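 further: 0% = vehicle and 100% = reference compound; higher means more ethidium bromide displaced from hairpin DNA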
* hit, by the source's call; nt = not tested or not shown.

no.	structure	VIM-2 inhibitor	V1aR counter	GPR7 antagonist	PHOSPHO1 inh	IMP-1 inh	OXTR ag	NS3 helicase inh	GalR3 antag	DNA FID counter
1	CCCCn1c(SCC(=O)NC2CC(C)(C)NC(C)(C)C2)nc2cc(S(N)(=O)=O)ccc21	0.7	0.2	-14	24	-1.7	1.1	1	-5	13
2	NC(=O)C1CCCN(C(=S)Nc2cccc3ccccc23)C1 (stereo not given)	1.2	0.4	-6	8	-0.9	0.9	-1	0	4
3	COc1cc(CCCN2C(=S)NC[C@@H]2c2ccccc2)cc(OC)c1OC	-2.4	2.2	3	-20	-3.2	1.1	10	-2	-18
4	COc1ccc(-c2c[n+]3c(n2-c2c(C)n(C)n(-c4ccccc4)c2=O)CCCCC3)cc1	-1.7	1.2	-15	40	-3.4	0.1	1	-5	0
5	Cc1onc(-c2ccccc2Cl)c1C(=O)Nc1ccccc1C(N)=O	1.3	2.4	-40	-9	0.9	3.0	0	-1	-7
6	Cc1ccc(-c2nn(-c3ccccc3)cc2C(=O)N2CCOCC2)cc1C	0.1	0.6	-14	-178	-1.6	-2.2	-8	0	-29
7	O=C(c1ccc(Cl)cc1)N1CCN(C(=O)c2ccco2)CC1	-2.3	0.4	3	9	-2.5	0.1	2	-3	-2
8	COc1ccc(O)c(-c2cc(C(F)(F)C(F)F)nc(-c3ccccc3)n2)c1	-2.6	-0.3	4	21	-1.5	-0.1	-1	-3	0
9	CSc1cccc(NC(=S)Nc2ccc(F)cc2)c1	-1.7	3.4	-10	19	0.7	1.0	11	-6	-9
10	COc1cccc(-n2cnc3sc(C)cc3c2=O)c1	-4.1	-0.1	-7	31	-0.3	0.2	-2	0	5
11	COc1ccc(-c2cc(C(=O)Nc3c(C)nn(Cc4ccccc4Cl)c3C)no2)cc1OC	-3.0	1.4	-7	18	-2.8	0.9	-1	-2	-9
12	Cc1csc(C(=O)O)c1-n1cccc1	-1.6	-1.2	-11	49	-1.9	0.2	3	-7	0
13	CCC(C)(C)c1ccc(Oc2ccc(N)cc2)cc1	-0.9	nt	-6	16	-4.1	nt	1	3	0
14	Cn1c(N)c(C(=O)COC(=O)c2ccc([N+](=O)[O-])o2)c(=O)n(C)c1=O	-1.9	1.2	1	7	-1.8	1.0	-1	10	5
15	CCOC(=O)C1=C(O)C(=O)NC(c2ccccc2)=C(OC2CCCCC2)C1	-2.2	0.1	-3	-1	-1.2	-2.4	-3	6	-9
16	CCN1CCN(S(=O)(=O)c2c[nH]c(C(=O)OC)c2)CC1	-2.2	0.5	6	36	-1.9	0.7	16	nt	-1
17	CCN(CC1CCCN(CCc2cccc(OC)c2)C1)C(=O)c1ccoc1 (stereo not given)	-1.1	0.5	-17	36	-1.8	-0.3	2	-6	3
18	Cc1cccc(Cn2c(SCCO)nc3c2c(=O)n(C)c(=O)n3C)c1	-1.4	0.0	0	15	-2.2	-0.6	9	-3	-20
19	Cc1ccc(S(=O)(=O)N2CCN(C(=O)c3ccccn3)CC2)c(C)c1	-1.0	0.2	-6	-18	0.1	-0.3	-5	3	-29
20	COc1ccccc1-c1noc2ncnc(Nc3ccccc3C)c12	-2.1	-0.2	12	4	-3.5	-2.6	-9	-9	-28
21	O=C(c1ccc(O)cc1)c1ccc(O)cc1O	-2.1	5.5	-13	40	-1.9	2.3	0	-7	-1
22	COc1ccccc1NC(=O)c1ccc(Cl)c(S(=O)(=O)N2CCCCC2)c1	-3.3	0.8	7	33	-3.0	-0.7	-10	4	-27
23	CCOC(=O)N/N=C/c1ccc(N(CC)CC)cc1O	-2.9	-0.8	14	-2	-3.2	-1.0	0	-1	1
24	O=C(COc1ccc(/C=N/NC(=O)c2ccc(O)cc2)cc1)Nc1cccc([N+](=O)[O-])c1	-4.4	0.5	-4	32	-2.1	0.8	4	-6	5
25	COc1ccc2cc(CN(CC3CCCO3)S(=O)(=O)c3ccccc3Cl)c(=O)[nH]c2c1 (stereo not given)	-0.7	0.5	1	7	0.5	1.6	-15	-3	-25
26	C=C1CCN(C(Cc2ccccc2)C(=O)OC)S(=O)(=O)c2ccc(F)cc21 (stereo not given)	nt	-1.4	nt	22	nt	-1.7	nt	-2	nt
27	Cc1ccccc1NC(=O)CSc1nnc(C)c(=O)[nH]1	-4.2	1.0	-9	1	-2.9	0.8	1	-3	-2
28	CC1=NNC(=O)C1C(c1ccc(Cl)cc1)C(C#N)C#N (stereo not given)	0.1	-1.0	7	16	-1.6	-0.1	-2	-4	-3
29	Cc1cc(NC(=O)c2cc(-c3cccs3)on2)nn1Cc1ccc(Cl)cc1	-0.3	0.8	5	18	2.0	2.8	4	-8	-2
30	COc1ccc(/C=C2\Sc3ccc(C(=O)N4CCOCC4)cc3N(C)C2=O)cc1	-1.0	6.9	6	29	-0.4	3.7	-3	-8	-36
31	COc1ccc(-c2cc(=O)oc3c(C)c(OC(=O)c4cccs4)ccc23)cc1	-5.1	0.2	-9	-30	-4.2	1.0	3	2	-5
32	Cc1ccc(-c2c[n+](CC(=O)Nc3nc(-c4ccccc4)cs3)c3n2CCC3)cc1	-2.2	-0.2	-6	23	-1.8	-0.9	-70	-3	19
33	C/C(=N\OCc1nc2ccccc2c(=O)n1/N=C/c1cc(C)cc([N+](=O)[O-])c1O)c1ccccc1	-2.1	0.3	8	24	-0.3	-0.3	33	67*	-6
34	COc1ccc(NC(=O)C2=CC(c3ccc(OC)cc3)=NS(=O)(=O)N2C)cc1	-3.0	6.4	5	18	-0.2	4.6	-4	nt	-7
35	CCCCN(C)Cc1c(C)[nH]c2ccc(Cl)cc2c1=O	-0.8	-0.2	1	34	-2.9	-0.6	2	3	9
36	Cn1c(Cn2c(=O)sc3ccccc32)nnc1SCC(=O)NCCc1ccccc1	-2.3	1.9	-4	2	-2.8	2.0	-1	-2	-15
37	Cc1cc(NC(=O)CSc2nc3ccccc3c(=O)n2C2CCCC2)no1	-2.4	1.8	-7	-7	-2.6	0.0	0	-8	-9
38	COC(=O)c1cn(C(=O)c2ccc(C)cc2C)c2ccccc12	-2.5	-0.2	-3	15	-1.3	-0.6	-1	-7	0
39	O=C(O)CSC(C(=O)Nc1ccc(Br)cc1)c1ccccc1 (stereo not given)	-0.8	0.1	-9	44	-3.5	0.0	0	-1	-16
40	N#CCC(=O)Nc1ccc(C(=O)OCC(=O)Nc2ccccc2Sc2ccccc2)cc1	-1.2	-0.7	-5	1	-1.7	-0.9	2	0	-16
41	CC(NC(=O)c1ccc(C#N)cc1)C1CC2CCC1C2 (stereo not given)	-0.8	0.5	23*	-15	-1.2	-0.1	15	-6	-3
42	COc1ccc(Cc2nc3c4c(ncn3n2)Oc2c(ccc3ccccc23)C4c2ccc(OC)c(OC)c2)cc1 (stereo not given)	-2.7	0.0	-2	6	-2.4	-0.1	-2	1	1
43	Cc1ccc(/C=C/C(=O)O)cc1S(=O)(=O)N(C)CCO	-1.1	0.6	-7	1	1.0	0.2	0	-5	2
44	C(#Cc1ccccc1)Cn1nnc2ccccc21	-3.2	-0.4	-7	10	-2.3	-1.2	-3	1	-8
45	CNC(=S)N1CCN(c2cccc(OC)c2)CC1	-1.9	0.3	8	-8	-0.6	1.6	4	-1	3
46	COc1ccc(C)cc1NC(=O)CSc1ccc(-c2cccnc2)nn1	-1.0	1.0	14	-18	-2.1	1.3	-8	-8	-19
47	CCc1nnc(NS(=O)(=O)c2ccc(N=Cc3c(C)[nH]n(-c4ccc(C)c(C)c4)c3=O)cc2)s1	-1.7	0.0	-5	-8	-3.5	-0.7	9	-1	-10
48	CCN(CC)S(=O)(=O)c1ccc(N2CCCC2)c(NS(=O)(=O)c2cccs2)c1	-1.6	-1.7	10	-26	-4.5	-2.5	3	-7	-12

Ordered by molecular weight (lowest first): part of the list above.
no.	structure	VIM-2 inhibitor	V1aR counter	GPR7 antagonist	PHOSPHO1 inh	IMP-1 inh	OXTR ag	NS3 helicase inh	GalR3 antag	DNA FID counter
37	Cc1cc(NC(=O)CSc2nc3ccccc3c(=O)n2C2CCCC2)no1	-2.4	1.8	-7	-7	-2.6	0.0	0	-8	-9
48	CCN(CC)S(=O)(=O)c1ccc(N2CCCC2)c(NS(=O)(=O)c2cccs2)c1	-1.6	-1.7	10	-26	-4.5	-2.5	3	-7	-12
47	CCc1nnc(NS(=O)(=O)c2ccc(N=Cc3c(C)[nH]n(-c4ccc(C)c(C)c4)c3=O)cc2)s1	-1.7	0.0	-5	-8	-3.5	-0.7	9	-1	-10

(continued)
Sequence of screens – VIM-2 inhibitor, V1aR counter, GPR7 antagonist, PHOSPHO1 inh, IMP-1 inh, OXTR ag, NS3 helicase inh, GalR3 antag, DNA FID counter
(49) CCCn1c(N)c(Sc2ccccc2[N+](=O)[O-])c(=O)n(CCC)c1=O
→ -1.4, 3.0, -10, -165, -4.1, 2.9, 17, -2, -6
(50) CC(C)(C)C(=O)Nc1cccc(OC(F)(F)C(F)Cl)c1 (stereo not given)
→ -0.2, -1.6, 3, 30, -0.5, -2.0, 1, 2, -10
(51) CCCCC(CC)CNC(=O)c1ncn[nH]1 (stereo not given)
→ -1.2, 0.6, -5, 32, -1.5, 0.5, 3, -1, 5
(52) CC1CCCCN1C(=O)CSc1nc(C2CC2)nc2ccccc12 (stereo not given)
→ 6.3, 3.6, -4, 36, -0.8, 1.7, -2, -10, -37
(53) Cc1nc2c(C(=O)NCc3ccc4c(c3)OCO4)c[nH]n2c(=O)c1Cl
→ 0.1, 0.1, -13, 50, -0.9, -0.9, 11, -7, -25
(54) O=C(COc1ccccc1)NCC(=O)Nc1ccc(S(=O)(=O)NCc2ccco2)cc1
→ 1.5, 1.0, 2, -6, 3.4, 0.5, 9, 1, -8
(55) CC1CCN(C(=O)CCCNC(=O)Cn2cnc3sc4c(c3c2=O)CCCC4)CC1
→ 3.9, 0.5, 14, 19, -0.2, -0.3, 1, -4, -6
(56) CC(C)CSc1nnc2c3ccccc3n(C)c2n1
→ 7.1, -1.6, -14, 3, -2.4, -2.4, 9, -4, -22
(57) CN(C)c1ccc(/C=N/c2cc(-c3ccccc3)nn2-c2ccccc2)cc1
→ -7.1, -0.5, 10, -7, -3.3, -1.1, -13, 1, -3
(58) COc1ccccc1C1C(C(=O)c2cc3ccccc3o2)=C(O)C(=O)N1c1cc(C)on1 (stereo not given)
→ -4.1, -0.3, -4, 20, -0.4, -1.0, 32, 2, -37

Compound activity (PubChem BioAssay)

Random draw from the library. Share with any hit: about 4.3%.
